Tau fibril ThT: qHTS for Inhibitors of Tau Fibril Formation, Thioflavin T Binding. 270,000 tested, 2.1% active. recombinant tau K18 P301L, heparin-induced fibrillization, ThT fluorescence. Microtubule-associated protein tau (Homo sapiens), P10636. Potency, µM (highest dose often 57.4 µM), without a hit: at the top dose activity, negative = inhibition, most hits filed as inhibitors; also: nearly all actives have a fitted effect of over 55% in size
Target sequence (P10636 561-689 P618L limits assumed): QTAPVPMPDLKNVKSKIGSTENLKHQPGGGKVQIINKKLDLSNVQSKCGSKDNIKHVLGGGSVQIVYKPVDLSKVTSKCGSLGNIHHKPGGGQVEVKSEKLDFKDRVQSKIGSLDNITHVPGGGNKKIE
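K18 P301L tau (15 uM + 0.24 uM Alexa 594-tagged), heparin 20 uM, NaOAc pH 7, 6 h 37 C; ThT 30 uM, 1 h RT, ex 450/em 510 nm.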
Tau FP inhib: qHTS for Inhibitors of Tau Fibril Formation, Fluorescence Polarization; AID 1468, 2008; 280,000 tested, 0.39% active; K18 P301L tau heparin fibrillization, Alexa594 FP, 6 h; Potency, µM (titrated, usually from 57.7 µM), without a hit: at the top dose activity, negative = inhibition, most hits filed as inhibitors; also: nearly all actives have a fitted effect of over 55% in size
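Human tau K18 […] P301L fragment, 15 uM unlabeled plus 0.24 uM Alexa 594-labeled tau (final), with compound and 20 uM heparin in 100 mM sodium acetate pH 7; 6 hr at 37 C, then Alexa 594 FP read.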
Tau fluor cs: Counterscreen qHTS for Inhibitors of Tau Fibril Formation, Fluorescence Polarization; Potency, µM (top dose mostly 57.7 µM), without a hit: top-dose activity change, negative = decrease; 280,000 tested, 0.93% active; tau K18 P301L Alexa594 fluorescence, heparin fibrillization; also: nearly all actives have a fitted effect of over 55% in size
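Human tau K18 P301L (15 uM unlabeled, 0.24 uM Alexa 594-labeled) in 100 mM sodium acetate pH 7 with 20 uM heparin, 6 hr at 37 C. ThT 30 uM added, 1 hr ambient; Alexa 594 FP and total fluorescence read at 555/632 nm.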
The depositor's hits bear a star; u = inconclusive. Calls follow the shape of the dose curve; as a rule, active = well fitted curve in the direction sought with a large enough effect; inconclusive = small, poorly fitted or top-dose-only effect, or another doubt; inactive = no such curve, though single readings can be large; an effect the other way counts as inactive or inconclusive. % is scaled to controls: 0 for no effect and ±100 for the full control effect; potency is read from the fitted curve at half-maximal effect. Some of the compounds tested; rates above refer to the full screens.

SMILES | Tau fibril ThT | Tau FP inhib | Tau fluor cs
Cc1ccc(-n2ncc3c(N4CCC(C(N)=O)CC4)ncnc32)cc1 | -3.4% | 9.7% | -1.4%
CCCNC(=O)Nc1cc(C(=O)NCc2cccc(OCC)c2)ccc1N1CCCC1 | -11.6% | 2.2% | -21.0%
CCOc1ccccc1NC(=O)c1c(NCc2sccc2C)sc2c1CCC(C)C2 (stereo not drawn) | -13.1% | 8.0% | -11.5%
CCn1ccc2cc(S(=O)(=O)N3CCCN(C(=O)Nc4cccc(SC)c4)CC3)ccc21 | 9.0% | -5.2% | -21.3%
CC(=O)c1cccc(NC(=O)c2nc3ccccc3nc2N2CCCCC2)c1 | u | 0.1% | -22.0%
CCOc1ccc(NC(=O)CSc2nccn2C2CCCC2)cc1 | -6.8% | -1.9% | -9.2%
CCOC(=O)C1CCN(c2ncnc3c2nnn3C)CC1 | -8.6% | -11.7% | -7.0%
CN1C(=O)C2(SCC(=O)N2c2cccc(C(F)(F)F)c2)c2ccccc21 (stereo not drawn) | 0.7% | -4.5% | -6.1%
COc1ccc(OC)c(CNC(=O)Cn2ncc3c([nH]c4ccc(C)cc43)c2=O)c1 | -3.1% | u | -11.7%
Cc1cc(NC(=O)CSc2nc3c([nH]c4ccccc43)c(=O)n2-c2cccc(Cl)c2)no1 | 10.1% | 0.0% | -4.8%
CSc1ccc(CCNC(=O)c2cc3n(n2)CCCN(Cc2ccc(C)cc2)C3=O)cc1 | 0.1% | -6.2% | 8.3%
Cc1ccc(-c2nn3c(=O)cc(CN4CCN(C(=O)Nc5cccc(C(F)(F)F)c5)CC4)nc3s2)cc1 | -15.6% | -17.4% | -4.2%
COc1cccc(-c2cc(C(=O)Nc3ccc(C)cc3)[nH]n2)c1 | 16.5% | u | -4.5%
Cc1cccc(CCNC(=O)C2CCN(c3nc4ccccc4nc3C(F)(F)F)CC2)c1 | -4.3% | -4.9% | -6.3%
Cc1cccc(NC(=O)CSc2c(C)cnc3c2c(=O)n(C)c(=O)n3C)c1C | -3.6% | -7.1% | -4.5%
CCc1ccccc1NC(=O)C(=O)NCCc1sc(-c2cccc(F)c2)nc1C | -4.0% | -1.5% | 3.4%
Cc1ccccc1OCC(=O)Nc1ccc(OCc2cc(=O)n3ccccc3n2)cc1 | u | -7.4% | -1.6%
CCOC(=O)c1ccc(CN(Cc2ccccc2C)S(=O)(=O)c2ccc(C(C)(C)C)cc2)cc1 | -1.8% | -8.7% | -2.2%
CCOC(=O)c1ccc(N2CCN(c3cc(C)ccc3C)CC2)c(NC(=O)Nc2ccc(CC)cc2)c1 | 0.5% | 3.0% | -9.8%
CC(Oc1ccccc1)C(=O)N1CCN(Cc2cc(=O)n3nc(-c4ccccc4Cl)sc3n2)CC1 (stereo not drawn) | -0.9% | -5.0% | -1.2%
CC(NC(=O)c1sc2ncccc2c1-n1cccc1)c1ccccc1 (stereo not drawn) | -3.4% | 0.9% | -3.9%
CNS(=O)(=O)c1cn(CC(=O)N2CCN(c3ccc(Cl)cc3)CC2)cc1S(=O)(=O)NC | 10.3% | -4.7% | -10.3%
CCOCCn1ccc2c(OCC(=O)Nc3cccc([N+](=O)[O-])c3)cccc2c1=O | -17.0% | -11.5% | -27.6%
O=C(CCC1CCCC1)N1CCc2c([nH]c3ccccc23)C1c1ccc(F)cc1 (stereo not drawn) | 0.6% | 8.7% | -4.3%
Cc1c(Cl)cccc1-n1ncc(C(=O)NC2CCCC2)c1C1CCN(C(=O)OC(C)(C)C)CC1 | -9.7% | 0.6% | -14.5%
O=C(NCCc1ccc(F)cc1)C(=O)NCC(c1cccs1)S(=O)(=O)c1ccc(F)cc1 (stereo not drawn) | -8.3% | 10.3% | -16.9%
CC(=O)c1ccc(NC(=O)CSc2nc(-c3ccccc3C)nc3c2c(=O)n(C)c(=O)n3C)cc1 | 0.1% | -15.6% | -17.5%
Fc1ccc(-c2noc3ncnc(N4CCN(c5ccccc5)CC4)c23)cc1 | -8.8% | 13.9% | -24.5%
CCN(C(=O)Cn1c(=O)n(CC2CCC(C(=O)NC)CC2)c(=O)c2sccc21)c1ccccc1 (stereo not drawn) | 3.9% | -0.5% | 8.3%
CCOC(=O)CSc1nc2c(sc3cccc(F)c32)c(=O)n1Cc1ccc(OC)cc1 | 12.6% | -4.3% | 4.7%
COc1ccc(OC)c(C2c3c(oc4ccc(C)cc4c3=O)C(=O)N2CCCN(C)C)c1 (stereo not drawn) | -2.4% | -11.1% | 2.0%
CCc1ccc(CNC(=O)c2cnc3sc(N4CCCCCC4)nn3c2=O)cc1 | -3.0% | 1.1% | 1.8%
Cc1ccn2c(=O)cc(COc3ccc(NC(=O)C(C)(C)C)cc3)nc2c1 | -15.3% | 1.5% | -5.8%
Cc1ccccc1C1=CCN(c2ncc(NC(=O)c3ccc(Cl)cc3)cc2C(=O)O)CC1 | 14.1µM* | u | -28.2%
CC(C(=O)NCc1ccccc1)n1ccc2cc(S(=O)(=O)N3CCCC3)ccc21 (stereo not drawn) | 9.5% | -4.6% | -10.9%
Cc1c(C(=O)Nc2cccc(C(F)(F)F)c2)oc2ccc(S(=O)(=O)N3CCC4(CC3)OCCO4)cc12 | 1.1% | u | u
Cc1ccc(OCC(=O)Nc2ccc(C(=O)OCc3cc(=O)n4c(C)csc4n3)cc2)cc1 | -10.3% | -11.9% | -27.6%
Cc1ccc(C)c(NC(=O)c2cnc(N3CCCC3)nc2C)c1 | 1.3% | 4.6% | 11.3%
CC(=O)c1ccc(NC(=O)CSc2nnc(NC(=O)NC3CCCCC3)s2)cc1 | u | u | u
CCOc1ccc(NC(=O)CN2CCN(C3CCCCC3)C(=O)C2=O)cc1 | -6.6% | 9.5% | 3.2%
O=C(CCC1N=C2c3ccccc3N=C(SCc3ccc(F)cc3)N2C1=O)NCCc1ccccc1 (stereo not drawn) | 0.8% | -2.3% | 3.3%
O=C(CN1N=C(c2ccc(Cl)cc2)CCC1=O)NCCc1ccc(Cl)cc1 | -19.4% | -13.7% | u
Cc1c(-c2nnc(SCC(=O)Nc3ccc(Br)cc3)o2)nnn1-c1ccc(F)cc1 | -15.1% | u | -17.4%
Cc1ccc(NC(=O)CN2C(=O)CCn3nc(-c4cccn4C)cc32)cc1 | -5.0% | 0.9% | -15.7%
CCOc1ccccc1NC(=O)CN(c1cc(C)cc(C)c1)S(=O)(=O)c1c(C)nn(C)c1C | -9.6% | 4.3% | -10.0%
COc1ccc(CCNC(=O)Cn2c(=O)nc(-c3ccccc3)c3cc(Cl)ccc32)cc1OC | 1.6% | 2.8% | 6.2%
CC(C)(C)c1ccc(-c2nc(SCCCOc3ccccc3)n3[nH]c(=O)cc3n2)cc1 | 0.3% | -5.1% | 4.9%
Cc1ccc(CNC(=O)c2cc(S(=O)(=O)N3CCCC(C)C3)cn2C)cc1 (stereo not drawn) | -0.8% | -1.5% | -4.0%
O=C(Nc1ccc(F)c(F)c1)c1cc(S(=O)(=O)N2CCc3ccccc32)ccc1F | 8.6% | u | u
CCCOc1ccc(NC(=O)CC2C(=O)N(c3ccc(C)cc3)C(=O)N2C(C)C)cc1 (stereo not drawn) | 4.9% | -1.2% | -15.1%

Record cards, from the list above:
`CCCOc1ccc(NC(=O)CC2C(=O)N(c3ccc(C)cc3)C(=O)N2C(C)C)cc1` (stereo not drawn) in the list: Tau fibril ThT: 4.9%; Tau FP inhib: -1.2%; Tau fluor cs: -15.1%
`CCOc1ccccc1NC(=O)CN(c1cc(C)cc(C)c1)S(=O)(=O)c1c(C)nn(C)c1C` in the list: Tau fibril ThT: -9.6%; Tau FP inhib: 4.3%; Tau fluor cs: -10.0%

Continuation.
SMILES | Tau fibril ThT | Tau FP inhib | Tau fluor cs
CN1C(=O)Cc2cc(S(=O)(=O)CCC(=O)Nc3ccccc3)ccc21 | -2.1% | -0.5% | -0.6%
CC(C)c1ccc(N2C(=O)CSC23C(=O)N(Cc2cccc(F)c2)c2ccccc23)cc1 (stereo not drawn) | -13.4% | 0.4% | -10.1%
Cc1cccc(N2CCN(C(=O)c3ccc4c(c3)c(C)c(C)n4C)CC2C)c1 (stereo not drawn) | -17.1% | 12.2% | -18.1%
CCOc1ccc(NC(=O)C2CCC(CNS(=O)(=O)c3ccc4c(c3)CCCC(=O)N4)CC2)cc1 (stereo not drawn) | 1.3% | -1.3% | -4.5%
COc1ccc(OC)c(CNS(=O)(=O)c2c(C(=O)N3CCCCCC3)c(C)n(C)c2C)c1 | -7.5% | -9.2% | -11.1%
Cc1ccccc1CNC(=O)C(=O)NCC(c1ccco1)S(=O)(=O)c1ccccc1 (stereo not drawn) | -9.1% | 9.1% | -8.7%
O=C(NCCCN1CCN(c2ccc(F)cc2)CC1)c1ccc2nc(CCc3ccccc3)oc2c1 | u | 10.9% | -23.2%
CCOC(=O)c1cnn(-c2ccc(C(=O)Nc3ccc(OC(F)(F)F)cc3)cc2)c1N | u | 0.2% | -8.0%
COc1cccc(CNC(=O)CSc2n[nH]c(-c3ccccc3Cl)n2)c1 | 6.2% | -10.2% | -2.6%
CNC(=O)C1CCC(Cn2c(=O)c3sccc3n(CC(=O)Nc3cc(C)cc(C)c3)c2=O)CC1 (stereo not drawn) | 8.0% | -1.5% | -1.8%
Cc1ccc(C)c(N2CCN(C(=O)c3cc4c(=O)n(Cc5ccccc5)ccc4nc3C)CC2)c1 | -12.0% | 3.7% | -12.7%
CC(=O)Nc1ccc(S(=O)(=O)N2CCC(n3c(C(F)(F)F)nc4cccnc43)CC2)cc1 | 7.4% | -12.0% | -14.3%
CCN(c1ncnc2c1c(-c1ccccc1)cn2-c1ccccc1)C1CCCCC1 | -9.7% | 4.1% | -4.9%
CCn1c(=O)c2c(nc3n2CCN3c2ccc(OC)cc2)n(C)c1=O | u | -4.1% | -14.6%
CCCn1ccc2c(OCC(=O)Nc3ccccc3C(=O)OCC)cccc2c1=O | -15.8% | -7.7% | -15.2%
CNC(=O)C1CCC(Cn2c(=O)c3sccc3n(CC(=O)N3CCC(C)CC3)c2=O)CC1 (stereo not drawn) | -0.7% | -3.4% | 1.0%
COc1ccc(NC(=O)CCc2nc3c(C)nn(-c4ccc(C)cc4)c3n(C)c2=O)c(OC)c1 | 2.6% | 2.7% | 9.2%
COc1ccc(-n2nnc(-c3nc(-c4ccc5c(c4)OCO5)no3)c2C)cc1Cl | u | -2.2% | -4.8%
CCOC(=O)c1noc2ncn(CC(=O)Nc3ccc(F)cc3Cl)c(=O)c12 | 4.8% | -10.3% | -3.3%
Cc1ccc(C)c(NC(=O)CSc2nc(=O)n(CCN(C)C)c3c2CCC3)c1 | -8.1% | u | 0.0%
COc1ccc2sc(N(Cc3cccnc3)C(=O)C3COc4ccccc4O3)nc2c1 (stereo not drawn) | -3.4% | u | -16.4%
CCOc1ccc(-c2cc(C(=O)NCCc3ccc(OC)c(OC)c3)[nH]n2)cc1 | u | -6.0% | -11.6%
O=C(c1ccc2c(c1)CCCC2)N1CCN(c2nc3ccc(F)cc3s2)CC1 | -11.8% | 6.0% | 2.4%
O=S(=O)(NCCc1csc2nc(-c3ccc(F)cc3)nn12)c1ccc(Br)cc1 | 1.3% | -14.0% | -15.5%
Cc1ccc(CNC(=O)c2cc3c(=O)n(Cc4ccco4)ccc3nc2C)cc1 | -4.1% | 6.9% | -2.8%
O=C(CSc1nccn1-c1cccc(Cl)c1)Nc1ccc2c(c1)OCO2 | u | 2.9% | -26.6%
Oc1c(C(c2ccccc2)N2CCN(c3ccccc3)CC2)sc2nc(-c3ccco3)nn12 (stereo not drawn) | -14.8% | u | -13.7%
COc1ccc(-c2onc(C)c2C)cc1S(=O)(=O)N(C)Cc1ccco1 | 5.5% | 3.8% | -10.3%

Part of the list above with just Tau fluor cs and Tau FP inhib.
mol,Tau fluor cs,Tau FP inhib
O=S(=O)(NCCc1csc2nc(-c3ccc(F)cc3)nn12)c1ccc(Br)cc1,-15.5%,-14.0%
Cc1ccc(CNC(=O)c2cc3c(=O)n(Cc4ccco4)ccc3nc2C)cc1,-2.8%,6.9%
O=C(CSc1nccn1-c1cccc(Cl)c1)Nc1ccc2c(c1)OCO2,-26.6%,2.9%
Oc1c(C(c2ccccc2)N2CCN(c3ccccc3)CC2)sc2nc(-c3ccco3)nn12 (stereo not drawn),-13.7%,u
COc1ccc(-c2onc(C)c2C)cc1S(=O)(=O)N(C)Cc1ccco1,-10.3%,3.8%
